Growth percent in the NCI-60 one-dose screen (48 h, 10 µM unless noted): 100 = growth as untreated, 0 = no growth, -100 = all killed.
U251 = U251 CNS tumor cells. actives 5.4% (n = 80,000)
TK-10 = TK-10 renal cancer cells; actives 3.9% (n = 81,000); AID 1794769
786-0 = 786-0 renal cancer cells; actives 5.1% (n = 81,000); AID 1794775
SN12C = SN12C renal cancer cells. actives 3.8% (n = 81,000)
CAKI-1 = CAKI-1 renal cancer; actives 4.7% (n = 75,000)
SF-295 = SF-295 CNS cancer cells | actives 5.6% (n = 79,000)
SF-268 = SF-268 CNS cancer cells; actives 3.1% (n = 82,000)
UO-31 = UO-31 renal cancer. actives 5.2% (n = 81,000)
An asterisk follows results filed as active; / = no result given. Rule for the calls: active = growth percent below 10; inactive = the rest.

Start of the data: the first 17 entries as a preview:
SMILES	U251	TK-10	786-0	SN12C	CAKI-1	SF-295	SF-268	UO-31
Nc1cc2c(cc1N)C(O)c1ccccc1-2 (stereo not given)	105	119	106	111	85	110	98	109
FC(F)(F)c1ccc2nc(-c3nnc(-c4ccccc4)o3)c(Cl)nc2c1	105	113	105	99	89	101	102	85
COCCn1c(=N)c(S(=O)(=O)c2ccccc2)cc2c(=O)n3ccccc3nc21	97	108	98	102	98	103	107	86
COc1cc(/C=N\NC(=O)/C=C/C=C/c2ccc3c(c2)OCO3)ccc1O	102	98	103	98	94	102	94	86
CC(CNC1CCCCC1)OC(=O)Nc1ccccc1 (stereo not given)	105	104	95	104	99	95	103	84
CCOC(=O)c1sc(NN=C(c2ccccc2)c2ccccc2)nc1C	90	102	101	100	93	98	86	72
O=C(Nc1cccc(C(F)(F)F)c1)Nc1ccc(OCc2nnc(-c3ccc(Cl)cc3)o2)c(F)c1	53	81	84	77	80	/	83	74
Cc1nc2sc(C(=O)Nc3cccc4ccccc34)c(N)c2cc1C(C)O (stereo not given)	25	75	34	36	/	11	51	49
C=CCSc1nnc(COc2ccc3c(C)c(Cc4ccccc4)c(=O)oc3c2C)o1	99	109	102	95	/	100	101	80
CCCN(c1ccc(Cl)cc1)c1nc(-c2ccc([N+](=O)[O-])cc2)cs1	99	106	93	96	79	104	109	72
CC(C)Sc1nc(Oc2ccc(/C=C3/SC(=O)NC3=O)cc2)c(C#N)c(-c2ccc(F)cc2)n1	79	104	86	76	84	73	90	70
O=S(=O)(NCCCNc1nccc(-n2cnc3ccccc32)n1)c1ccc(F)cc1	94	92	98	89	71	71	86	59
COc1ccc2c(c1)c(-c1nn3cc(-c4cccs4)nc3s1)cn2C	66	73	97	79	55	67	80	39
CSCCC(NC(=O)OCc1ccccc1)C(=O)NC(Cc1c[nH]c2ccccc12)C(=O)O (stereo not given)	102	99	100	105	105	/	102	74
CC(O)C(=O)OCCOc1ccccc1 (stereo not given)	102	100	105	113	113	111	105	87
COc1ccc(-c2nc(-c3ccc(C)cc3)nc3[nH]c(-c4ccc(F)cc4)cc23)cc1	100	148	102	97	81	94	96	72
C[C@@H]1CN(C(=S)Nc2ccccc2)[C@@H](C)CN1c1ccccn1	106	95	99	97	96	118	106	77

The listing, previewed entries included:
SMILES	U251	TK-10	786-0	SN12C	CAKI-1	SF-295	SF-268	UO-31
Nc1cc2c(cc1N)C(O)c1ccccc1-2 (stereo not given)	105	119	106	111	85	110	98	109
FC(F)(F)c1ccc2nc(-c3nnc(-c4ccccc4)o3)c(Cl)nc2c1	105	113	105	99	89	101	102	85
COCCn1c(=N)c(S(=O)(=O)c2ccccc2)cc2c(=O)n3ccccc3nc21	97	108	98	102	98	103	107	86
COc1cc(/C=N\NC(=O)/C=C/C=C/c2ccc3c(c2)OCO3)ccc1O	102	98	103	98	94	102	94	86
CC(CNC1CCCCC1)OC(=O)Nc1ccccc1 (stereo not given)	105	104	95	104	99	95	103	84
CCOC(=O)c1sc(NN=C(c2ccccc2)c2ccccc2)nc1C	90	102	101	100	93	98	86	72
O=C(Nc1cccc(C(F)(F)F)c1)Nc1ccc(OCc2nnc(-c3ccc(Cl)cc3)o2)c(F)c1	53	81	84	77	80	/	83	74
Cc1nc2sc(C(=O)Nc3cccc4ccccc34)c(N)c2cc1C(C)O (stereo not given)	25	75	34	36	/	11	51	49
C=CCSc1nnc(COc2ccc3c(C)c(Cc4ccccc4)c(=O)oc3c2C)o1	99	109	102	95	/	100	101	80
CCCN(c1ccc(Cl)cc1)c1nc(-c2ccc([N+](=O)[O-])cc2)cs1	99	106	93	96	79	104	109	72
CC(C)Sc1nc(Oc2ccc(/C=C3/SC(=O)NC3=O)cc2)c(C#N)c(-c2ccc(F)cc2)n1	79	104	86	76	84	73	90	70
O=S(=O)(NCCCNc1nccc(-n2cnc3ccccc32)n1)c1ccc(F)cc1	94	92	98	89	71	71	86	59
COc1ccc2c(c1)c(-c1nn3cc(-c4cccs4)nc3s1)cn2C	66	73	97	79	55	67	80	39
CSCCC(NC(=O)OCc1ccccc1)C(=O)NC(Cc1c[nH]c2ccccc12)C(=O)O (stereo not given)	102	99	100	105	105	/	102	74
CC(O)C(=O)OCCOc1ccccc1 (stereo not given)	102	100	105	113	113	111	105	87
COc1ccc(-c2nc(-c3ccc(C)cc3)nc3[nH]c(-c4ccc(F)cc4)cc23)cc1	100	148	102	97	81	94	96	72
C[C@@H]1CN(C(=S)Nc2ccccc2)[C@@H](C)CN1c1ccccn1	106	95	99	97	96	118	106	77
O=C(CN1C(=O)NC2NC(=O)NC21)N/N=C/c1ccc(Cl)cc1Cl (stereo not given)	112	101	97	104	88	101	100	84
NC(C(=O)O)C(O)c1ccco1 (stereo not given)	102	101	98	111	97	108	116	97
O=c1c2ccccc2nc(N/N=C/c2ccc(O)cc2)n1-c1ccccc1	100	99	98	105	95	96	101	102
C#CCNCCN1C(=O)c2ccc3c4c(ccc(c24)C1=O)C(=O)N(CCNCC#C)C3=O	29	52	43	/	50	27	48	30
CN(C)C(=S)SCN1C(=O)c2ccccc2C1=O	81	101	111	97	102	111	113	78
COC(=O)c1ccc(Nc2ccnc(-c3cncc4ccccc34)n2)cc1	107	117	103	95	85	94	96	75
Cc1nnc2c3nnc(CCC(=O)O)n3c3ccccc3n12	97	118	105	92	96	96	108	/
Clc1ccccc1N/N=C/c1ccccn1	/	130	100	92	82	107	99	66

Additional compounds follow.
SMILES	U251	TK-10	786-0	SN12C	CAKI-1	SF-295	SF-268	UO-31
CCCCOC(=O)N1CCCCC1	106	99	88	97	93	102	108	78
CC1CC(N2CSC(=S)N(C3CC(C)CC(C)(C)C3)C2)CC(C)(C)C1 (stereo not given)	82	106	102	96	98	109	96	85
Nc1nc2c([nH]1)c1[nH]c3ccccc3c1c1[nH]c3ccccc3c21	-6.6*	91	31	76	83	43	72	63
C=CC(=O)N1CCN(c2cccc(Oc3nccc(Nc4nnc(-c5ccc(Br)cc5)s4)n3)c2)CC1	57	111	73	79	39	56	75	67
CCCCCCCCCCCCNC(=S)N/N=C/c1ccc([N+](=O)[O-])cc1	99	121	104	95	83	102	102	82
COc1ccc(-c2cc3c(oc2=O)-c2ccccc2OC3OC(C)=O)cc1 (stereo not given)	89	104	91	92	113	98	108	/
CCOC(=O)c1cccc(NC2=CC(=O)C(C)=C(C)C2=O)c1	102	96	103	97	100	103	100	97
O=C1S/C(=C\c2ccc(Br)cc2)C(=O)N1/N=C/c1ccc(Br)cc1	92	100	94	98	91	99	95	82
C=CCOc1ccc2c(c1)CC=C1[C@@H]2CC[C@]2(C)C(=O)/C(=N/O)C[C@@H]12	89	72	79	88	50	64	76	86
Nc1ncnc2c1ncn2-c1ccccc1Cl	95	85	96	108	109	118	101	85
COC(=O)c1ccc(-c2ccc(/C=N/NC(=O)c3[nH]c4ccc(Br)cc4c3-c3ccccc3)o2)cc1O	91	129	78	95	81	74	99	91
CCn1cc(-c2cnc3nonc3n2)cn1	95	118	95	92	103	122	93	89
COC(=O)CCNc1ccccc1C(=O)OC	111	117	98	96	110	137	107	96
COc1c(N2CC3CCCNC3C2)c(F)cc2c(=O)c(C(=O)NN)cn(C3CC3)c12 (stereo not given)	107	102	103	99	94	108	95	88
COc1ccc(/C=C/c2c(C(=O)/C=C/c3ccc(F)cc3)c(C)nc3ccccc23)cc1	50	110	65	45	55	62	69	46
Cc1ccc2[nH]c(=O)c(=O)[nH]c2c1	93	83	85	103	/	98	99	83
O=c1c2cccc3c(Nc4ccc(Br)cn4)ccc(c32)c2nc3ccccc3n12	94	78	97	92	84	87	98	52
O=C(O)c1cccc2c1C(=O)c1ccccc1-2	108	105	108	117	101	102	96	93
CN(C)C(=S)N(C)C	105	99	108	104	99	112	103	98
CC(C)(c1ccccc1)C(C)(C)c1ccccc1	96	103	93	91	96	91	96	77
COC12C=C/C(=C(/C(=O)OCc3cncnc3)C(=O)CCCCCCCCC3(OC)C=C/C(=C(/C(=O)OCc4cncnc4)C(=O)CCCCCCCC1)O3)O2	-37*	-24*	-71*	-35*	-44*	-14*	-11*	-74*
Cc1nc2sc(-c3ccc(CN4CCN(C)CC4)cc3)nn2c(=O)c1Cl	93	104	110	106	98	96	102	94
Cc1nn(-c2ccc(-c3ccc(OC(F)(F)F)cc3)cc2)c(N)c1C#N	73	66	73	76	/	42	91	52
O=C1c2ccccc2NC(n2sc3ccccc3c2=O)N1c1ccccc1 (stereo not given)	104	109	92	98	94	100	92	78
N#CC1=C(Nc2ccc(Cl)cc2)NC2c3ccccc3Sc3ccccc3N2C1=N (stereo not given)	107	/	110	115	94	106	110	83

Shown with values under each structure: entries from further up.
Every second line gives: U251	TK-10	786-0	SN12C	CAKI-1	SF-295	SF-268	UO-31
- Cc1ccc2[nH]c(=O)c(=O)[nH]c2c1
  93	83	85	103	/	98	99	83
- O=c1c2cccc3c(Nc4ccc(Br)cn4)ccc(c32)c2nc3ccccc3n12
  94	78	97	92	84	87	98	52

Next part:
SMILES	U251	TK-10	786-0	SN12C	CAKI-1	SF-295	SF-268	UO-31
O=C(Nc1ccccc1C1=NCCN1)Nc1ccccc1C1=NCCN1	101	108	106	102	85	100	96	81
O=C1c2c(Cl)ccc([N+](=O)[O-])c2C(=O)c2c(Cl)ccc([N+](=O)[O-])c21	96	98	97	98	/	107	98	91
O=C(O)CSC(SCC(=O)O)c1ccccc1Cl	103	99	103	101	102	106	114	91
O=C(OCC1CCCO1)c1ccc([N+](=O)[O-])cc1 (stereo not given)	92	99	91	95	106	102	106	87
CN1C(=O)/C(=C/c2cccs2)S/C1=N/c1nccs1	104	131	107	101	81	86	99	80
O=C(NCC(O)CO)c1ncc(-c2ccc(C(F)(F)F)cc2)c(NC2CCCCCC2)n1 (stereo not given)	89	129	99	92	78	105	104	58
C[n+]1ccccc1/C=C/c1ccc2cccc(O)c2n1	100	109	104	92	57	109	97	58
Nc1ccccc1/C=C\c1ccccc1N	83	97	77	85	74	111	68	57
NOCc1ccc(CON)cc1	100	97	103	103	110	/	99	100
CCC(=O)C1CCCC(C)C2CC(C)(C)C2/C=C/1C (stereo not given)	102	95	90	103	98	105	101	92
COC(C)CCOC(=O)COc1ccccc1 (stereo not given)	95	89	100	98	102	100	98	96
CC(=O)n1nc(C(=O)OCc2ccccc2)c2cc(F)c(F)cc21	109	106	104	/	94	97	99	86
Cc1ccc(-n2c(C3=C(O)c4ccccc4C3=O)nnc2-c2ccccc2)cc1	93	136	104	93	/	104	102	86
O=c1oc2ccccc2cc1-c1cc(/C=C/c2ccccc2)cc(-c2cc3ccccc3oc2=O)n1	104	139	106	102	104	106	108	94
COc1cc(NCCN(C(C)C)C(C)C)c2ncccc2c1	94	110	89	82	86	83	82	77
OC(CNC1CCCCC1)CO/N=C1\CCSc2c(Cl)cccc21 (stereo not given)	78	79	72	82	79	89	76	43
CC(=O)c1ccc(C)cc1	108	105	120	103	109	109	107	76
CC(C)(C)C(=O)/C=C/c1ccccc1Cl	/	105	98	91	100	103	99	95
Clc1ccc(-c2cc(-c3ccccc3)nc(NCCNc3ccnc4cc(Cl)ccc34)n2)cc1	-86*	106	-91*	-48*	5.5*	73	3.0*	36
CC1(C)CC(=O)c2c(nn(-c3ccc(Br)cc3)c2-c2cn(-c3ccccc3)nc2-c2cccnc2)C1	92	140	100	93	67	92	98	65
O=C(Nc1ccc(NC(=O)c2ccccc2)c2c1C(=O)c1ccccc1C2=O)c1ccccc1	102	119	105	107	82	105	116	90
CCOc1ccc2nc(NC(=O)c3ccc(C(F)(F)F)cc3)sc2c1	100	95	100	101	98	111	106	104
CC(=O)OC1CC2CCC3C(CCC4(C)C3CC([N+]3(C)CCCCC3)C4OC(C)=O)C2(C)CC1[N+]1(C)CCCCC1 (stereo not given)	99	109	115	107	99	108	97	90
Cn1c2ccccc2c2c(=O)c3c([nH]c21)-c1ccccc1C3	102	146	106	96	/	106	104	78
C[C@@]1(Cl)CCO[C@@H](/C=C/c2ccccc2)C1	104	98	96	99	/	102	104	89

More results follow:
SMILES	U251	TK-10	786-0	SN12C	CAKI-1	SF-295	SF-268	UO-31
Cn1ccnc1C(=O)/C=C/c1ccc(CC(=O)Nc2ccc(C(F)(F)F)cc2)cc1	-20*	33	1.7*	10.0*	33	7.9*	16	22
COc1ccc(-c2cc(C(=O)N3N=C(c4ccc(N)cc4)CC3c3ccccc3)c3ccccc3n2)cc1 (stereo not given)	37	58	37	52	24	6.9*	51	45
CCOc1ccc(N=C(C)Nc2ccc(OCC)cc2)cc1	108	108	104	102	122	107	89	82
O=C(N/N=C/c1ccco1)c1[nH]c2ccc(Br)cc2c1-c1ccccc1	32	99	16	38	30	22	30	39
CCCCC1(/C=N/NC(N)=O)NC(=O)NC1=O (stereo not given)	93	91	106	99	102	111	100	97
NC(=O)C(c1ccc(Cl)cc1)C(C(N)=O)c1ccc(Cl)cc1 (stereo not given)	108	114	113	98	88	/	104	84
O=C1NC(CO)C(=O)NC1CO (stereo not given)	102	91	99	98	71	92	107	107
O=C1CCC(c2nc3ccccc3c(=O)[nH]2)N1 (stereo not given)	103	125	104	98	92	104	100	82
O=CNNC(=O)c1cnccn1	100	111	104	101	97	97	104	85
S=C(Nc1ccc(Cl)cc1)Nc1ccc(Cl)cc1 (tested in a mixture with another compound)	-37*	1.4*	22	11	-20*	-6.6*	23	-5.5*
O=C1CC(c2ccc3c(c2)OCO3)c2snc(-c3ccc(F)cc3)c2N1 (stereo not given)	94	83	92	94	84	89	86	70
CCCCCCCCCCCC(=O)OCCCCC	94	101	106	94	96	92	97	88
COc1ccc2c(c1)c(-c1noc(C(=O)c3cn(C)c4ccc(Br)cc34)n1)cn2C	101	103	112	100	94	117	99	76
CC(C)C1=C[C@@]23CC[C@H]4C(C)(C(=O)N=C=S)CCC[C@]4(C)[C@H]2C[C@@H]1[C@H]1C(=O)CCC(=O)[C@H]13 (stereo not given in full)	99	117	108	97	98	96	103	91
Oc1cc(CNCc2ccccc2)c(O)cc1CNCc1ccccc1	106	123	106	102	93	111	97	56
Cc1cccc(Nc2c(O)nc[nH]c2=O)c1	105	119	112	109	88	106	101	103
CCCCNC(=O)CCCNc1ncnc2c1ncn2-c1ccccc1	89	104	103	89	92	97	103	77
Nc1c2nc[nH]c2c(N)c2[nH]c(=O)c(=O)[nH]c12	105	108	100	100	107	102	112	88
